# L3MBTL1 block – qHTS Assay for the Inhibitors of L3MBTL1; Lethal(3)malignant brain tumor-like protein 1 (Homo sapiens), Q9Y468; AlphaScreen L3MBTL1–H3K9me1 peptide binding; Potency, µM (series often up to 57.1 µM), inactives show at the top dose activity, negative = inhibition, actives largely listed as inhibitors; actives 0.66% (n = 230,000); AID 485360, 2010; active = well fitted inhibition curve with a large enough effect; inconclusive = small, poorly fitted or top-dose-only effect; inactive = no such curve, though single readings can be large or run the other way; also: nearly all actives have a fitted effect of over 60% in size
# Target sequence (Q9Y468 whole entry, looked up): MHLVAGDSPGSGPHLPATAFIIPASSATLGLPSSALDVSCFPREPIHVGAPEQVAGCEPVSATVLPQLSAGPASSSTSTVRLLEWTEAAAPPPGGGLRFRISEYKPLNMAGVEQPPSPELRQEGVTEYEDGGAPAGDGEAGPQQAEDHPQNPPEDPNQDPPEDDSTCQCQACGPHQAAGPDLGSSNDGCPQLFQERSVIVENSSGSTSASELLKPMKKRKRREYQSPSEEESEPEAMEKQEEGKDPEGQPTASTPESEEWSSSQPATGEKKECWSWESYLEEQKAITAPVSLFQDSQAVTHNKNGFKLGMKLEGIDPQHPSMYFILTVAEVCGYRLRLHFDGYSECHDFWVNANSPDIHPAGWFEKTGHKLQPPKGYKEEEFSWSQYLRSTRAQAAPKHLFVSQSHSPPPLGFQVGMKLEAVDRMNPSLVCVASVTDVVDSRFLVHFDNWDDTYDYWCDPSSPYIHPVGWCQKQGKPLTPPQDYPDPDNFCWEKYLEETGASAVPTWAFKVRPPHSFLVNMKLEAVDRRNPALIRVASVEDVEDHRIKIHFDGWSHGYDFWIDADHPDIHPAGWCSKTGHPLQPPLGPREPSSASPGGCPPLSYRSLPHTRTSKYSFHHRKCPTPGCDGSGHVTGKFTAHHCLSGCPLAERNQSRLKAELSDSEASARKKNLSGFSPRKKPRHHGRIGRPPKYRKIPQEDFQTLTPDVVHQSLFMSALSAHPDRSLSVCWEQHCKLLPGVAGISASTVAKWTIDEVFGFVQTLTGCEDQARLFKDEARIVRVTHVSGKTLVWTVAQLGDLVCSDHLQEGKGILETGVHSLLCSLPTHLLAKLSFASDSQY
#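 First, the protein-peptide complex forms for 30 min at room temperature (L3MBTL1 50 nM, biotinylated H3K9me1 peptide 75 nM). Next, compounds are pin-transferred and incubated 30 min. Finally, AlphaScreen beads are added and read after 30 min.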
# * hit, by the source's call; ? = inconclusive; & = joins results of further samples; [ ] = another dose, or the depositor's remark. % is scaled to controls: 0 for no effect and ±100 for the full control effect; potency is read from the fitted curve at half-maximal effect. These rows are one share of the data; rates above refer to the full screens.
SMILES,L3MBTL1 block
Cc1noc(C)c1NC(=O)N(C)C[C@H]1Oc2c(NS(=O)(=O)c3cn(C)cn3)cccc2C(=O)N([C@H](C)CO)C[C@@H]1C,7.0%
CCCCn1c(N)c(N(CCOC)C(=O)CC(NC(=O)c2ccccc2)c2ccccc2)c(=O)[nH]c1=O (stereo not drawn),1.5%
Cc1cc(OCC(=O)N(C)Cc2ccccc2)cc(C)c1Cl,3.5%
Cc1ccc(S(=O)(=O)N2[C@@H](c3ccc(Cl)cc3)C(C(=O)O)=CC[C@H]2c2ccc(Cl)cc2)cc1,-2.9%
COc1ccc(NS(=O)(=O)c2cccc(C(=O)N(C)Cc3cccs3)c2)cc1,38.5%[activator]
Cc1ccc(NC(=O)COc2ccc(Br)cc2CO)cc1S(=O)(=O)N1CCOCC1,0.9%
Cc1cc(C)c(OCC(=O)Nc2ccc(S(=O)(=O)N3CCCC3)cc2)c(C)c1,4.5%
COC(=O)c1ccc(OCC(=O)NCCC2=CCCCC2)c(OC)c1,-2.9%
C[C@H](NC(=O)c1ccccc1)C(=O)OCC(=O)c1c[nH]c2ccccc12,-0.8%
CCOc1ccc(OCC(=O)OCC(=O)NNC(=O)c2ccc([N+](=O)[O-])cc2)cc1,2.4%
O=C(CSc1nnc(-c2ccncc2)o1)Nc1cc(F)ccc1F,10.1%
CCN(CC(=O)NCc1ccco1)S(=O)(=O)c1ccc(OC)cc1,-3.2%
CCc1c(C2(O)CCCCC2)[nH]c2cc(C(F)(F)F)ccc12,2.9%
OCC1(CCOc2ccccc2)CCN(Cc2ccncc2)CC1,-6.9%
O=C(COC(=O)c1ccc(Br)o1)c1ccc(S(=O)(=O)N2CCCCC2)cc1,-1.7%
CCN(C[C@H]1N[C@@](C)(C(=O)OC)[C@H]2C(=O)N(C)C(=O)[C@@H]12)C(=O)c1ccc(F)cc1,3.4%
CCN1CCN(S(=O)(=O)c2ccc(Cl)c(C(=O)NCCc3ccccc3)c2)CC1,5.9%
O=C(Cn1cnc([N+](=O)[O-])c1)NCCc1ccccc1,2.7%
COc1ccc([C@H]2CC(=O)C=C(c3ccccc3)C2)cc1,4.1%
COc1cc(-c2noc(C)c2C(=O)NCCc2ccccc2)cc(OC)c1OC,14.1%
CC(C)c1cccc(C(C)C)c1NC(=O)CCN1C(=O)NC2(CCCC2)C1=O,-0.6%
O=C(NCCC(=O)N1CCN(S(=O)(=O)c2ccccc2Cl)CC1)Nc1ccccc1,1.1%
CCNc1nc(NCC)n2c(SCC(=O)Nc3ccccc3Cl)nnc2n1,-1.6%
Cc1ccc(S(=O)(=O)N(C)C)cc1NC(=O)C(C)OC(=O)c1cc[n+]([O-])cc1 (stereo not drawn),14.4%
CC(OC(=O)CCN=C1NS(=O)(=O)c2ccccc21)C(=O)Nc1ccc(F)cc1Cl (stereo not drawn),-3.4%
Cc1ccc(C(=O)c2ncc[nH]2)cc1,5.5%
O=C(NCCS(=O)(=O)NCc1ccco1)c1ccccc1,0.3%
COc1ccc(N2C(=O)c3ccc(C(=O)Nc4ccccc4OC)cc3C2=O)cc1,7.2%
COc1ccc(CNC(=O)Cn2ccc(NC(=O)OCc3ccccc3)nc2=O)cc1,3.8%
Cc1nn(CC(=O)Nc2ccc(N3CCOCC3)cc2)c(C)c1[N+](=O)[O-],-6.6%
C[C@H](CCC(=O)NCC(=O)O)[C@H]1CC[C@H]2[C@@H]3[C@H](O)C[C@@H]4C[C@H](O)CC[C@]4(C)[C@H]3C[C@H](O)[C@]12C,2.1%&9.1%
O=C(NNC(=O)c1n[nH]c2ccccc12)c1ccccc1,4.7%
Cn1cccc1C(=O)NNC(=O)COc1ccc(Br)cc1,-10.3%
COc1ccc(S(=O)(=O)N2CCc3ccccc32)cc1C(=O)N1CCN(C=O)CC1,-1.6%
Cc1ccc(S(=O)(=O)NC(CC(C)C)C(=O)Nc2ccncc2)cc1 (stereo not drawn),4.1%
Cc1cccc2c3c([nH]c12)CCNC3,-2.0%[2.29 µM]
N#Cc1cc([N+](=O)[O-])ccc1NC(=O)CSc1n[nH]c(=O)[nH]c1=O,5.5%
CCOC(=O)C1=CN(CC)S(=O)(=O)NC1c1ccc(F)c(Cl)c1 (stereo not drawn),35.6%[activator]
Cc1c(C(=O)N(C)Cc2nc3ccccc3c(=O)[nH]2)oc2ccccc12,-1.1%
COc1ccccc1-c1noc2ncnc(Nc3cccc(C)c3C)c12,7.3%
CCOC(=O)c1c(NC(=O)C(C)OC(=O)c2ccc(NC(=O)CC#N)cc2)sc2c1CCCC2 (stereo not drawn),-13.2%
CC1(c2ccc(Cl)cc2)NC(=O)N(CC(=O)N2CCc3ccccc3C2)C1=O (stereo not drawn),19.1%
CC[C@@H](C)[C@@H]1CN([C@@H](C)CN2CCC[C@H]2CN2C(N)=NC[C@@H]2Cc2ccccc2)C(=N)N1CCc1ccc(Cl)c(Cl)c1,-6.2%
O=C(O)/C(=C\c1cccc(F)c1)c1ccc(S(=O)(=O)N2CCCC2)s1,-3.1%
O=C(Oc1ccc2ccc(O)cc2c1)c1ccccc1Cl,1.7%
N#Cc1cnn(-c2ccccc2)c1NC(=O)c1ccccc1F,-8.7%
O=C(CSc1nnc(-c2ccccc2)c(-c2ccccc2)n1)NCC1CCCO1 (stereo not drawn),-12.2%
Cc1ccc(CN2CCN(Cc3ccco3)CC2)cc1,-3.1%
O=C(Nc1ccc(S(=O)(=O)N2CCOCC2)cc1)c1ccc([N+](=O)[O-])cc1Cl,-9.3%
CCN1C(=O)[C@H]2[C@@H](c3ccc(-c4ccccc4)cc3)N[C@@](C)(C(=O)OC)[C@H]2C1=O,3.0%
CCCCN(C(=O)c1ccc(S(=O)(=O)N2CCC(C)CC2)cc1)C1CCS(=O)(=O)C1 (stereo not drawn),-0.9%
Cc1ccc(NC(=O)CNC(=O)CC23CC4CC(CC(C4)C2)C3)c(O)c1,5.8%
O=C(NNC(=O)C1CCN(C(=O)Nc2ccccc2)CC1)c1ccc([N+](=O)[O-])cc1,5.9%
Cc1cc(NC(=O)c2ccc(-c3ccccc3[N+](=O)[O-])o2)no1,-4.5%
CN(CC(=O)Nc1ccc(Cl)cc1)C(=O)CNC(=O)c1cccs1,5.1%
Cc1ccc(C(=O)OCC(=O)N(CC(C)C)c2c(N)n(Cc3ccccc3)c(=O)[nH]c2=O)o1,12.2%
O=C(COC(=O)CCNS(=O)(=O)c1ccccc1F)Nc1nnc(-c2ccccc2)o1,-5.2%
O=C(COC(=O)/C=C/c1cc(Br)ccc1F)NC1CC1,3.0%
C=CC[C@@H](CC(=O)N(CCO)Cc1ccccc1)C(=O)N[C@H](COC(=O)[C@@H](CC=C)CC(=O)OC(C)(C)C)C(C)(C)C,0.8%
O=C(N[C@@H](Cc1ccc(Br)cc1)C(=O)O)OCC1c2ccccc2-c2ccccc21,-8.6%
# More records follow:
SMILES,L3MBTL1 block
COc1ccc(S(=O)(=O)N2CCN(C(=O)c3cc(C4CC4)nn3-c3ccccc3)CC2)cc1OC,7.1%
CCOC(=O)CCCCCC(=O)Nc1ccc2c(c1)CC(=O)N([C@H](C)CO)C[C@@H](C)[C@H](CN(C)Cc1ccc3c(c1)OCO3)O2,-1.3%
Cc1csc(=O)n1CC(=O)OCC(=O)c1c(N)n(CC(C)C)c(=O)n(C)c1=O,5.5%
CSCCC(NC(=O)c1ccccc1Br)C(=O)NNC(=O)c1csc(N2CCOCC2)n1 (stereo not drawn),15.2%
O=C1NC(=O)/C(=C/c2ccco2)N1,2.0%
CCN(C(=O)CN1C(=O)CN(C)C1=O)c1cccc2ccccc12,-9.8%
COc1cccc(CN(C)C(=O)c2ccc(NC(=O)CC3SC(N4CCCC4)=NC3=O)cc2)c1OC (stereo not drawn),8.0%
C[C@H](CO)N1C[C@H](C)[C@@H](CN(C)C)Oc2c(NC(=O)CCC(F)(F)F)cccc2C1=O,3.0%
CCOC(=O)Cn1cnc2scc(-c3ccc(C)c(C)c3)c2c1=O,-9.1%
CCOc1ccccc1NS(=O)(=O)c1c[nH]c(C(=O)OC)c1,7.0%
Cc1ccc(S(=O)(=O)N2CCCCC2)cc1C(=O)N1CCN(CCO)CC1,3.8%
O=C(CN1C(=O)NC2(CCc3ccccc32)C1=O)NCc1ccccc1Cl (stereo not drawn),10.3%
CC[C@]12c3[nH]c4cc(-c5ccco5)ccc4c3CCN1C(=O)[C@@H](CC(=O)NC(C)(C)C)C[C@@H]2C(=O)N1CCN(C(=O)c2ccco2)CC1,?
O=C1CC(NS(=O)(=O)c2ccc(F)cc2)CN1c1ccc2c(c1)OCCO2 (stereo not drawn),10.2%
C[C@@H](NC(=O)c1nc[nH]c1C(=O)N1CCc2ccccc2C1)c1ccccc1,-3.0%
COc1ccccc1C(=O)NC(=O)CSc1nncn1C(C)C,0.7%
CC(CCc1ccccc1)NC(=O)c1ccccc1F (stereo not drawn),5.1%
O=C(c1ccco1)N1CCN(C(=O)c2ccc(-c3cccc(C(F)(F)F)c3)o2)CC1,1.5%
Cn1c(C(=O)N2CCN(c3ccccn3)CC2)cc2ccccc21,-1.8%
COc1ccc(S(=O)(=O)N2CCCCCC2)cc1C(=O)NCCc1ccc(F)cc1,6.6%
Cc1ccc(NC(=O)C2CSC3(C)CCC(=O)N23)cc1S(=O)(=O)N1CCCCCC1 (stereo not drawn),25.0%
Cc1ccc(N(CC(=O)Nc2cccc(Cl)c2C)S(C)(=O)=O)cc1,-1.0%
CCN(CC)CCCNC(=S)N1CCC(c2nc3ccccc3[nH]2)CC1,-8.6%
COc1ccc(CCC(=O)OCC(=O)N(CC(C)C)c2c(N)n(Cc3ccccc3)c(=O)[nH]c2=O)cc1,1.6%
O=C(Nc1cc(-c2nc3ncccc3o2)ccc1Cl)c1ccc2c(c1)OCO2,-3.9%
CC1(C)CC(=O)C=C(c2ccc(F)cc2OCc2ccccc2)C1,42.4%[activator]
C=CCC[C@@H](Cc1ccc(F)cc1)C(=O)OC[C@H](Cc1c[nH]c2ccccc12)NC(=O)[C@@H](CC=C)CC(=O)NCCO,-6.9%
COc1ccccc1-c1sc2ccccc2c1C#CC1(O)CCCCC1,5.5%
COc1ccc(CN(C)C(=O)Cn2cnc(C(=O)Nc3ccc(C)c(C)c3)n2)cc1OC,1.2%
O=C(CNC(=O)c1ccc(Br)o1)NCC1COc2ccccc2O1 (stereo not drawn),1.7%
COc1ccc(C2=NS(=O)(=O)N(C)C(C(=O)N3CCCCC3C)=C2)cc1 (stereo not drawn),9.7%
C[C@@H]1CN([C@H](C)CO)C(=O)c2cc(NC(=O)Nc3ccc4c(c3)OCO4)ccc2O[C@H]1CN(C)Cc1ccncc1,-5.1%
CCOc1ccc(NC(=O)COC(=O)c2ccc(S(=O)(=O)N3CCOCC3)cc2)cc1,1.5%
Cc1ccc(C)c(N2CCN(C(=O)CCc3nc(-c4ccccc4C(F)(F)F)no3)CC2)c1,7.1%
COCCn1c(Cc2ccccc2)nnc1SCC(=O)N1CCCC1=O,-3.8%
COC(=O)COc1ccc(S(=O)(=O)NCc2ccc3c(c2)OCO3)cc1,-0.3%
CC12CCC(=O)N1C(C(=O)Nc1nc(-c3ccc(F)c(F)c3)cs1)CS2 (stereo not drawn),-0.5%
COCCn1c(SCc2ccc(F)cc2)nc2c1c(=O)[nH]c(=O)n2C,0.6%
O=C(NCc1ccccc1)c1nc[nH]c1C(=O)N1CCN(c2ccccc2)CC1,-4.9%
CCOC(=O)C1CCN(CCC(=O)Nc2ccc(Br)cc2)CC1,1.7%
CC(=O)NC12CC3CC(C1)CC(C(=O)N1CCN(S(=O)(=O)c4cccs4)CC1)(C3)C2,-0.8%
COc1ccc2c(c1)C=C(CN1CCN(Cc3ccccc3C)C(CCO)C1)CO2 (stereo not drawn),-2.4%
Cc1cccc(-n2c(SCC(=O)N(C)C3CCS(=O)(=O)C3)nc3ccccc3c2=O)c1C (stereo not drawn),1.6%
CC(=O)NC(CC(=O)Nc1ccc(S(=O)(=O)N2CCOCC2)cc1)c1ccccc1 (stereo not drawn),4.4%
CCN1C[C@@H]2[C@@H]3C(=O)N(Cc4ccccc4)C(=O)[C@@H]3[C@](CC)(C(=O)OC)N2C1=NC,-1.4%
COc1ccccc1C(=O)NC(=O)CSc1nnc(N)s1,-6.7%
N#Cc1ccc(CSc2nc(N)cc(N)n2)cc1,45.6%[activator]
O=C(C[C@@H]1C/C=C\CC[C@@H](Cc2ccc(F)cc2)C(=O)OC[C@@H](Cc2ccccc2)NC1=O)NCCO,4.8%
CCCn1c(N)c(C(=O)CSc2nnc3ccccn23)c(=O)n(C)c1=O,-9.5%
CS(=O)(=O)c1ccc(Cl)c(NC(=O)C2CC(=O)N(Cc3ccco3)C2)c1 (stereo not drawn),?
N#CCCn1cc(C(=O)O)c(-c2ccc3ccccc3c2)n1,-1.7%
Cc1cc(C(=O)NCc2ccc3c(c2)OCO3)ccc1[N+](=O)[O-],6.1%
